# HDAC3 inh: HDAC3 deacetylase inhibitors, primary screen, biochemical, fluorescence, cell-free homogeneous; Histone deacetylase 3 (Homo sapiens), O15379; recombinant HDAC3, fluorogenic peptide/trypsin coupled; inhibition, % at 8.3 µM; hit rate 0.15% among 320,000; AID 2718, 2010; in the data active = inhibition above about 26%, passing the limit was not always enough; inconclusive = no clear call, values can overlap the other calls
# Target sequence (O15379 whole entry, looked up): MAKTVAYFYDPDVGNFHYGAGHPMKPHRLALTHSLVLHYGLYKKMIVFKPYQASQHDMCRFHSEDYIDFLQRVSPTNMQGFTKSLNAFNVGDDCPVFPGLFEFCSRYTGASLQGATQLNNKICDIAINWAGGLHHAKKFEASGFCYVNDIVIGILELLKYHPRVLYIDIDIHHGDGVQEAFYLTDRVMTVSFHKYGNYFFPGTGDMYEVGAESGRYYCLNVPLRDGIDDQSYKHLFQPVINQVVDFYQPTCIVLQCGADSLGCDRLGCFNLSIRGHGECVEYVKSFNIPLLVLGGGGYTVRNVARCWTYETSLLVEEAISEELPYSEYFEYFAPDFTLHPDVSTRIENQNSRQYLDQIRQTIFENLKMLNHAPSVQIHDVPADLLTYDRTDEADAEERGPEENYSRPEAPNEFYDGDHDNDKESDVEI
# PolyA inhibitor: polyadenylation inhibitors in yeast reporter cells, primary screen, luminescence, S. cerevisiae. hit rate 0.02% among 300,000. S. cerevisiae SKY197-pL101 polyadenylation reporter, beta-gal luminescence; efflux-impaired pdr1/pdr3 knockout yeast; score 100 = 6 SD above DMSO. AID 1875, 2009. calls only at 12 µM;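 active = lowest replicate activity score at least 50, where 100 means six control SD above control mean; inconclusive = lowest score under 50 but half or more replicates reach 50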;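 note: yeast exposed to compound for 9 h at 30 °C; higher score means more reporter readthrough which indicates perturbed polyadenylation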
# GSK3beta inhib: human GSK3beta kinase inhibitors, primary screen, biochemical, cell-free homogeneous, HTS | Glycogen synthase kinase-3 beta (Homo sapiens), P49841 | GST-GSK3beta kinase, ADP-Glo luminescence, 60 min; hits give low values | activity score (negative = inhibition), % at 10 µM | hit rate 0.038% among 300,000 | AID 2097, 2009;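 active = more than half of replicate wells score below -50%, meaning over 50% inhibition versus plate controls; inconclusive = some replicates but at most half score below -50%; inactive = no replicate scores below -50%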;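 note: 0% = median DMSO wells and -100% = median GW8510 positive control wells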
#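 Test system: GST-tagged human GSK3beta kinase, cell-free; evaluation: activity score scaled between in-plate DMSO and GW8510 controls; measured by: ADP-Glo luminescence; incubation: 60 min reaction, RT; benchmarks: DMSO and 20 µM GW8510; reagent: peptide substrate plus 25 µM ATP (final); medium: Tris/MgCl2 kinase buffer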
# HSP90 inh: HSP90 inhibitors, primary screen, cell lysate, luminescence; Heat shock protein HSP 90 (rabbit reticulocyte lysate; luciferase refolding); Rabbit reticulocyte lysate, luciferase refolding luminescence, 3 h; inhibition, % at 5.6 µM; hit rate 0.91% among 290,000;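 active = inhibition above the screen-wide mean plus 3 SD, computed separately per campaign, cut at about 16% in these data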;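 note: 0% = DMSO wells and 100% = 60 µM geldanamycin wells; inhibitors lower the luminescence because luciferase stays unfolded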
# Dyrk1A ADPGlo: rat Dyrk1A kinase inhibitors, primary screen, biochemical, single point, plate reader; ADP-Glo luminescence, NFATc1 peptide; inhibition, % at 12.5 µM; hit rate 0.43% among 310,000; AID 504441, 2011; in the data active = inhibition above about 50%;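 note: plate controls were vehicle with enzyme for no effect and no enzyme for full effect; many of its hits are not listed in these tables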
# HSF1 inhib: HSF1 inhibitors in luciferase reporter cells, primary screen, cell-based, NIH3T3, luminescence; NIH3T3-HGL HSE-luciferase, MG132-induced, luminescence 8 h; hits give low values; activity change, negative = inhibition, % at 7.5 µM (by protocol); hit rate 0.77% among 300,000; AID 2098, 2009;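 active = more than half of replicate wells show activity change below -50%, luminescence cut by over half; inconclusive = some wells, but at most half, below -50%; inactive = no replicate well below -50%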;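 note: luciferase reports HSF-1 transcriptional activity via heat shock element; 0% = median of DMSO wells and -100% = zero luminescence signal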
# Platelet DG rel: inhibitors of platelet dense granule secretion, primary screen, cell-based, MLPCN, human platelets; human platelet-rich plasma, SFLLRN dense granule ATP release, luminescence; inhibition, %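 (compounds screened at 7.5 µM in platelet-rich plasma)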; hit rate 0.22% among 300,000;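 active = mean replicate score, as percent of positive control, at or above 50; inconclusive = mean below 50 but at least one replicate at or above 50; inactive = mean and every replicate below 50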
# GSK3 alpha inh: blockers of GSK3A enzyme activity – biochemical, luminescence, cell-free homogeneous, HTS, primary screen; Glycogen synthase kinase-3 alpha (Homo sapiens), P49840; hit rate 0.1% among 320,000; AID 2650, 2010; inhibition, % at 10 µM; GSK-3 alpha kinase, ADP-Glo luminescence, 60 min;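 in the data active = inhibition above about 50%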;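 note: GST-tagged GSK-3 alpha with peptide substrate and 25 µM ATP; 0% = DMSO neutral wells and 100% = GW8510 positive control wells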
# Target sequence (P49840 whole entry, looked up): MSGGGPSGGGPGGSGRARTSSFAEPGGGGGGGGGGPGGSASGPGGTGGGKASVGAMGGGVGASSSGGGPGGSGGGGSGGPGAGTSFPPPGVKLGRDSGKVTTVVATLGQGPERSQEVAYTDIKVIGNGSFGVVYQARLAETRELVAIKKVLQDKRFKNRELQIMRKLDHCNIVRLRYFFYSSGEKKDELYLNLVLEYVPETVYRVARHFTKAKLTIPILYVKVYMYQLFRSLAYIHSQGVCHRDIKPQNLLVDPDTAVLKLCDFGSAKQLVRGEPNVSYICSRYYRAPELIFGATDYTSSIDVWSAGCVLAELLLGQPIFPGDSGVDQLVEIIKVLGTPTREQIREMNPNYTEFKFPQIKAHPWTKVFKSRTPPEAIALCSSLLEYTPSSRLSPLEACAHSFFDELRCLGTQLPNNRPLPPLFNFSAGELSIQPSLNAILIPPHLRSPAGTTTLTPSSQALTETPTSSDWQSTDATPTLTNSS
# HSF1 activator: HSF-1 activators, primary screen, NIH3T3-HGL cells, MG132 stress, luminescence, single point; AID 504408, 2011; NIH3T3-HGL HSF-1 luciferase reporter, 8 h; 100% = twice DMSO control signal; hit rate 1.7% among 300,000; activation, % at 9 µM;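 active = mean replicate activation of at least 50% with a set share of replicates each reaching 50%; inconclusive = only one of those two conditions met; inactive = mean below 50% and too few replicates reaching it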;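 note: 0% = median of the neutral control wells and 100% = twice that signal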
# AI-2 QS modul: Vibrio harveyi AI-2 quorum sensing modulators, primary screen, JMH597 strain, luminescence/OD600 ratio | Vibrio harveyi JMH597 AI-2 luminescence/OD600 ratio, 9 h; hits give low values; strain lacks LuxN and CqsS sensors; 0 = neutral-control median | activity change, % at 7.5 µM | hit rate 0.4% among 300,000 | AID 2094, 2009; in the data active = activity change below about -75%, passing the limit was not always enough; inconclusive = no clear call, values can overlap the other calls;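 note: luminescence divided by OD600 gain over 9 h not by final OD600 alone; inactives centre near 13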
# Starred values were filed as active, the others as inactive; i = inactive; ? = inconclusive; nt = not tested or not shown. These rows are one share of the data (hit frequency here may not be typical).
SMILES,HDAC3 inh,PolyA inhibitor,GSK3beta inhib,HSP90 inh,Dyrk1A ADPGlo,HSF1 inhib,Platelet DG rel,GSK3 alpha inh,HSF1 activator,AI-2 QS modul
Cc1cc(-c2nnc3n2N=C(c2ccccc2)CS3)n[nH]1,2,i,0,1,4,-1,-11,11,4,19
COc1ccccc1NC(=O)C1CCCN1C(=O)Nc1ccc(F)cc1 (centres undefined),0,i,3,-1,-3,-21,-10,1,-34,12
O=C(c1ccc(Cl)cc1)N1CCCCC(Cl)C1=O (centres undefined),nt,i,-4,2,nt,-7,-5,nt,-12,29
CC(C)N1CCN(Cc2ccc(-c3ccccc3Cl)o2)CC1CCO (centres undefined),0,nt,0,3,-6,-9,-4,-1,23,9
c1ccc(-c2nn3c(-c4ccco4)nnc3s2)nc1,4,i,-5,0,3,3,-47,1,-14,15
CC(=O)c1cccc(N(CC(=O)Nc2ccccc2C(=O)N2CCCC2)S(C)(=O)=O)c1,-7,i,2,0,3,-5,-2,-1,20,17
C=C(Cl)COC(=O)C1C2C=CC(C2)C1C(=O)O (centres undefined),11,i,0,0,-4,5,-8,-1,-9,-8
CCN(Cc1ccccc1)c1ccc(/C=N/NS(=O)(=O)c2ccc(C)c([N+](=O)[O-])c2)cc1,-2,i,1,-3,1,-1,-5,-2,13,11
O=C(c1ccccc1)N1CCN(CCc2ccccn2)CC1,3,i,-1,-3,-4,-8,0,0,3,12
Cc1ccc2nc(CCCc3nc4ccc(C)cc4[nH]3)[nH]c2c1,nt,i,1,1,nt,7,-7,nt,14,53
O=C(CNS(=O)(=O)c1cccs1)Nc1ccc2c(c1)OCCO2,-5,i,3,3,3,8,1,-2,24,23
Oc1[nH]c(=S)sc1/C=C1\C(c2ccccc2)=Nc2ccccc21,-2,i,-22,0,-2,0,4,-3,5,31
COc1ccc(NC(=O)c2cccc(S(=O)(=O)N3CCOCC3)c2)cn1,-6,i,2,4,-4,-3,-37,-1,-15,14
CCCN1C2CCCC1CC(NC(=O)Nc1ccc(C(C)C)cc1)C2 (centres undefined),nt,i,1,0,4,0,8,2,3,11
Cc1ccc(CN2C(=O)CSc3ccc(C(=O)NCCN4CCOCC4)cc32)cc1,-1,i,0,6,9,8,-3,-2,14,51
COc1ccccc1N1CCN(C2CCCN(C(=O)c3cc(C4CC4)on3)C2)CC1 (centres undefined),-7,i,-1,-7,-4,-5,-27,-2,-10,28
COCC(COS(N)(=O)=O)Cc1ccccc1 (centres undefined),6,i,2,-3,-14,10,-4,-1,5,17
COc1ccc(C(=O)C2CCCN(Cc3c(O)cccc3OC)C2)cc1OC (centres undefined),-3,i,2,-1,1,-10,-1,2,-9,11
CCCc1ccc(OCc2ccc(C(=O)N3CCCC3)o2)cc1,5,i,9,17*,2,8,0,-1,24,-10
O=C(Nc1ccon1)c1csc2c1CCCC2,0,i,1,1,-7,2,-2,-1,24,3
COc1cccc(NC(=O)CSc2nccn(-c3ccc4c(c3)OCCO4)c2=O)c1,-2,i,4,nt,nt,-6,-2,-4,8,3
O=C(O)CCCc1c(-[n+]2ccccc2)[nH]c2ccccc12,5,i,0,-3,0,4,2,-2,13,12
O=C(COC(=O)c1cc2ccccc2oc1=O)Nc1ccc(F)cc1F,2,i,2,6,-4,15,0,-3,26,12
Cc1ccc2cc(CN(Cc3ccc(F)cc3)Cc3nnnn3C3CCCC3)c(=O)[nH]c2c1,6,nt,1,-1,-7,2,2,5,-12,7
CCOC(=O)C1=C(C)N(CCCC(=O)O)C(=O)NC1c1ccc(Cl)cc1 (centres undefined),7,i,2,1,-1,-3,3,2,-13,9
O=C(C1=C(O)C(=O)N(Cc2ccccc2)C1c1ccco1)c1ccco1 (centres undefined),2,i,4,2,3,5,-3,18,11,7
CCC1(c2ccccc2)NC(=O)N(CC(=O)NCc2ccc(OC)cc2)C1=O (centres undefined),1,i,-2,2,1,-5,-4,0,14,-80*
Cc1cccc(-c2c3c(=O)n(C)c(=O)n(C)c3cn2-c2ccc(O)cc2)c1,-9,i,6,1,-4,2,-8,0,4,28
NC(=O)COC(=O)CC(c1ccccc1)c1ccccc1,0,i,2,0,nt,-2,-21,-1,-18,16
CCOC(=O)C1CCN(c2c(NCCN3CCN(c4ccccc4)CC3)c(=O)c2=O)CC1,-6,i,-1,0,0,0,-2,-1,-1,45

# Shown as a hit in AI-2 QS modul (from the list above):
SMILES,HDAC3 inh,PolyA inhibitor,GSK3beta inhib,HSP90 inh,Dyrk1A ADPGlo,HSF1 inhib,Platelet DG rel,GSK3 alpha inh,HSF1 activator,AI-2 QS modul
CCC1(c2ccccc2)NC(=O)N(CC(=O)NCc2ccc(OC)cc2)C1=O (centres undefined),1,i,-2,2,1,-5,-4,0,14,-80*

# (cont.)
SMILES,HDAC3 inh,PolyA inhibitor,GSK3beta inhib,HSP90 inh,Dyrk1A ADPGlo,HSF1 inhib,Platelet DG rel,GSK3 alpha inh,HSF1 activator,AI-2 QS modul
O=C(Cc1ccccc1)Nc1ccc(NC(=O)C2CC2)nc1,-14,i,0,-1,9,-5,nt,3,1,19
COc1ccc(CC(=O)NC(=S)Nc2cccc(C)c2)cc1,11,i,0,nt,nt,-4,6,-4,16,-41
COc1cccc(C(=O)Nc2ccc3ccccc3c2)c1,-6,i,2,18*,2,11,18,0,18,-27
Cc1ccc(C)c(NC(=S)N/N=C2\CCc3ccccc32)c1,nt,i,-1,9,13,2,4,0,-5,7
Cc1ccc2c(c1)C1CN(C)CCC1N2C(=O)c1ccccc1NS(=O)(=O)c1ccc(F)cc1 (centres undefined),-5,i,0,2,1,0,10,-2,10,-3
Nc1cc(Cl)ccc1Oc1ccccc1,0,i,1,2,0,1,-2,nt,19,3
Nc1no[n+]([O-])c1-c1ccccc1,-7,i,2,5,-3,-2,-3,-1,-5,22
CC(/C=N/NC(=O)c1nnn(-c2nonc2N)c1C(C)C)=C\c1ccccc1,-4,i,-5,5,7,7,2,-2,12,15
COc1ccc(C2C(=O)N(C3CCCCCC3)CC(=O)N2Cc2ccccc2)cc1OC (centres undefined),2,i,-1,-2,2,5,6,-3,27,23
COc1ccc(C2C(C#N)=C3NC(=O)c4c(sc5c4CCCCC5)N3C3=C2C(=O)CC(C)(C)C3)cc1 (centres undefined),3,i,0,-2,6,12,12,2,25,4
Cc1ccc(CNC(=O)c2ccccc2NC(=O)CSc2nnnn2C)cc1,1,i,-1,1,-3,8,-1,nt,-4,9
CC(=O)Nc1c(C(=O)N2CCCCCC2)cnn1-c1ccccc1,-13,i,-4,-2,-1,-1,1,0,13,1
Cc1ccc(C)c(OCC(=O)N/N=C\c2cccn2C)c1,2,i,0,1,2,-7,4,1,-7,9
O=C(c1ccc(CS(=O)Cc2ccc(Cl)cc2)o1)N1CCN(c2ccccc2)CC1 (centres undefined),5,i,2,-2,0,2,-3,0,16,8
CNc1nc(SC)nc2ccccc12,0,i,-3,2,33,-9,8,1,-14,-1
COc1ccc(S(=O)(=O)N2CCSC2)cc1C,-3,i,-19,2,-1,-10,-7,-2,-12,15
CC1(C)Cc2c(sc(NC(=O)c3ccccc3Cl)c2C(=O)O)CO1,-2,i,4,0,-1,-4,10,0,-2,34
CCCC(=O)Nc1nc2ccc(NC(=O)c3ccc(Br)o3)cc2s1,?,i,1,6,12,5,-24,-3,9,7
COc1ccc(CNC(=O)CN(C(=O)CCC(=O)Nc2ccccn2)c2cc(C)ccc2C)cc1,7,i,0,-5,1,-2,10,3,-6,-9
O=C(NNc1c2ccccc2nc2ccccc12)C(O)c1ccccc1 (centres undefined),-2,i,-17,2,26,-2,-3,13,28,2
N#Cc1c(C(F)(F)F)cc(C2CC2)[nH]c1=O,-27,i,0,2,9,-4,14,-5,2,8
CCOC(=O)c1c(Nc2nc(C)c(C(=O)NC)s2)sc(C)c1C,7,i,15,3,4,12,2,-2,0,14
COC(=O)c1sccc1NC(=O)c1ccc(Br)o1,5,i,-2,-3,9,-1,3,0,5,21
Cc1ccc(/C=N/N2CCOCC2)s1,11,i,0,-1,1,6,2,0,23,7
Cc1csc(NC(=O)CSc2ncn(-c3ccccc3)n2)n1,-3,i,3,-3,17,2,-5,-10,-7,5
Cc1ccc(C)c(C(C)NC(=O)Cc2cccs2)c1 (centres undefined),3,i,-4,-5,-2,3,-7,0,18,3
Cc1ccc(NS(=O)(=O)c2ccc3c(c2)NC(=O)CCS3)c(Br)c1,6,i,3,1,-1,1,6,-1,14,13
COc1cc(NS(=O)(=O)N2CCCC2)cc(OC)c1OC,nt,i,2,-2,-1,-4,-3,7,1,23
Cc1cc(C)nc(SCc2nnc(SCc3ccc([N+](=O)[O-])cc3)n2Cc2ccco2)n1,-2,i,-4,-3,0,10,11,-2,14,6
O=C(CCN1CCC(c2ccccc2)C1)c1cccs1 (centres undefined),-9,i,1,-4,-9,2,-3,-4,19,23
Cc1cc2c(N=O)c(NO)ccc2[nH]1,3,i,-1,4,40,-10,1,5,-10,63
CCOc1ccc(NC(=O)C2C3CC/C=C\CCC32)cc1 (centres undefined),-1,i,2,2,4,10,7,-1,nt,18
CC(=O)N1[C@@H]2CC3C4CC=C5C[C@@H](O)CC[C@]5(C)C4CC[C@]3(C)[C@@]21C(C)=O (some centres undefined),?,i,3,-1,3,-2,-18,1,-4,17
Cc1cc2oc(C(=O)NCCc3ccc(S(N)(=O)=O)cc3)c(C)c2cc1C,0,nt,1,-3,-3,-7,3,-1,-1,20
CCn1c(=O)cc(SCC(=O)NCc2ccc3c(c2)OCO3)c2ccccc21,1,i,3,2,-1,-1,12,0,8,7
Cc1csc(NC(=O)CSc2ncc(-c3ccccc3)[nH]2)n1,2,i,-1,2,14,24,-10,0,37,13
Cn1nnnc1SCC(=O)NNC(=O)c1ccc(Br)cc1,-1,i,-2,-4,6,-12,-2,-1,0,26
CCC(C)NC(=O)CN1C(=O)CSc2ccc(S(=O)(=O)N3CCCC3)cc21 (centres undefined),0,i,0,-4,nt,-4,-1,-1,13,46
CSc1ccc(S(=O)(=O)N2CCC(C(=O)NCc3ccncc3)CC2)cc1,1,i,nt,2,5,-4,-2,-2,21,nt
